Source: PubChem BioAssay (several laboratories)
hcDAF12 agonist: H. contortus DAF-12 nuclear receptor activators, primary screen, cell-based, luminescence, HEK293, lit1-tk-luc reporter | HEK293 hcDAF-12 lit1-tk-luc reporter; 0% DMSO, 100% Δ7-dafachronic acid | activation, % at 6.8 µM | 370,000 tested, 1.4% active | AID 652067, 2013;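 active means activation above the mean of all tested compounds plus 3 SD, cut at about 5.5% in these data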;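 further: 100% = response to 3 µM Δ7-dafachronic acid high control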
PLC-beta3 inh: human PLC-beta3 inhibitors, primary screen, biochemical, fluorescence. inhibition, % at 12.2 µM. Purified PLC-beta3, fluorogenic substrate. 370,000 tested, 0.18% active; in the data active means inhibition above about 11%;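 further: 0% = median of compound wells on plate and 100% = full blocker control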
Target sequence (Q01970 whole entry, looked up): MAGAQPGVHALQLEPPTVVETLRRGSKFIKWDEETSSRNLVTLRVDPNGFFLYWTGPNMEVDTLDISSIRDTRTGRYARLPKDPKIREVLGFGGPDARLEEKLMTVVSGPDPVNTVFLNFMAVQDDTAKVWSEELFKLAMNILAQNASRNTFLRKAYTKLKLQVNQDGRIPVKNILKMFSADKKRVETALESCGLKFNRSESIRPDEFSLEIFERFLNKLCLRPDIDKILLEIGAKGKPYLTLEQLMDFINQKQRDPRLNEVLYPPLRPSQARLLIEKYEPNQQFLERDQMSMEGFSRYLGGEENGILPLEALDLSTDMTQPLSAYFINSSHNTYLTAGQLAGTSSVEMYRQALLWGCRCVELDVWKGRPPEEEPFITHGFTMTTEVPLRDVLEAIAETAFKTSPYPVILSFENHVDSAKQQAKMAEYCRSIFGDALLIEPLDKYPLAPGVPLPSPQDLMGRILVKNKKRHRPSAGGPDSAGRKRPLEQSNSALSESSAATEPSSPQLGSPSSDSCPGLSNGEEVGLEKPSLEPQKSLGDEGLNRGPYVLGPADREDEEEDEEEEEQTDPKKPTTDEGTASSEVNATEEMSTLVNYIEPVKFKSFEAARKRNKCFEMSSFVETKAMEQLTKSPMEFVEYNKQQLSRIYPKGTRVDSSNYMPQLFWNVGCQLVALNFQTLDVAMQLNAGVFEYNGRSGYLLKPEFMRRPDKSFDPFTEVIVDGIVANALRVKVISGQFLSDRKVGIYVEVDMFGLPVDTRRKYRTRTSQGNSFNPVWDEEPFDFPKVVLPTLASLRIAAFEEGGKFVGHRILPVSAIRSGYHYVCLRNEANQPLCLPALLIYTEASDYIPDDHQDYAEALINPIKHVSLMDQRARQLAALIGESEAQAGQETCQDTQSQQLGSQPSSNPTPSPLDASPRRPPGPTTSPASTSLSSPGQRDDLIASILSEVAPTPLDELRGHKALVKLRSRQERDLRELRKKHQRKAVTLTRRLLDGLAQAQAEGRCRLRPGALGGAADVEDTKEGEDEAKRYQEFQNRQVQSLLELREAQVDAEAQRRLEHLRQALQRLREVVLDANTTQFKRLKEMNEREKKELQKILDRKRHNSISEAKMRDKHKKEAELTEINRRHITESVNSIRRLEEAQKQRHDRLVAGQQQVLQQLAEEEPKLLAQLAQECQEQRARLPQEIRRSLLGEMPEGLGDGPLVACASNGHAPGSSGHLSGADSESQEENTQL
hgDAF12 agonist: H. glycines DAF-12 receptor agonists, primary screen, cell-based, luminescence, HEK293, GAL4 fusion, UAS-luciferase; Nuclear hormone receptor DAF-12 (Heterodera glycines), GAL4 fusion; HEK293 GAL4-hgDAF12 UAS-luciferase reporter, agonist luminescence; normalized to butyrate control; activation, % at 6.8 µM; 370,000 tested, 1.8% active; AID 687014, 2013;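 active means activation above a cutoff set at the mean of all screened compounds plus 3 SD, cut at about 10% in these data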;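 further: 0% = DMSO wells and 100% = sodium butyrate wells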
GAA850 FXN act: FXN promoter activators, primary screen, cell-based, luciferase luminescence, HEK293 lucGAA850 | 360,000 tested, 0.56% active | HEK293 lucGAA850 FXN promoter luciferase reporter, 24 h; percent of 10 µM SAHA response | activation, % at 6 µM;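 active means activation above the average of all compounds screened plus 3 SD, cutoff fixed separately per campaign, cut at about 7.5% in these data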;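 further: 0% = DMSO wells and 100% = 10 µM SAHA wells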
ssDAF-12 act: S. stercoralis DAF-12 nuclear receptor activators, primary screen, cell-based, luminescence, HEK293, GRIP1 co-expression, lit1-tk-luc; Nuclear hormone receptor DAF-12 (Strongyloides stercoralis); HEK293 ssDAF-12/GRIP1 lit1-tk-luc reporter; % of 3 µM dafachronic acid response; activation, % at 6.8 µM; 370,000 tested, 1% active; AID 652126, 2013;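 active means activation above the mean over all tested compounds plus 3 SD, cut at about 0.9% in these data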;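 further: 0% = DMSO-only wells and 100% = 3 µM delta7-dafachronic acid wells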
Rev-erbA mod: modulators of Rev-erb alpha DNA binding, primary screen, biochemical, FITC-DNA, fluorescence polarization, uHTS | Nuclear receptor subfamily 1 group D member 1 (Homo sapiens), P20393 | Rev-erbα–FITC-DNA binding, 90 min | activity, % at 10 µM | 370,000 tested, 0.79% active;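 active means activity above about 14%, limit read from the data; passing the limit was not always enough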;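 further: 0% = DMSO wells with 35 nM protein and 100% = DMSO wells with 750 nM protein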
sPLA2-III inh: human group III sPLA2 inhibitors, primary screen, biochemical, QFRET, BODIPY PC-A2 liposome substrate | Group 3 secretory phospholipase A2 (Homo sapiens), Q9NZ20 | QFRET BODIPY PC-A2 liposome hydrolysis, fluorescence | inhibition, % at 12.2 µM | 370,000 tested, 0.56% active | AID 743126, 2013;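 active means inhibition above mean plus 3 SD of compounds lying within the high and low control bounds, cut at about 19% in these data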;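 further: 0% = median of test compound wells and 100% = no enzyme DMSO wells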
PG9 Ab binder: binders of HIV-1 gp120 antibody PG9, primary screen, biochemical, TR-FRET | TR-FRET gp120-PG9 antibody binding | HIV-1 gp120 / PG9 antibody interaction | 360,000 tested, 0.43% active | AID 624416, 2012 | inhibition, % at 6.7 µM; in the data active means inhibition above about 8.5%
SMARCA2 act: SMARCA2 (BRM) function activators, primary screen, cell-based, luminescence, high throughput | AID 652017, 2013 | MG213 cells, MMTV-luciferase reporter, dexamethasone, overnight | 370,000 tested, 1% active | activation, % at 9.1 µM; in the data active means activation above about 7.8%;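 further: 0% = vehicle wells and 100% = reference activator wells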
DAX1 inh-1: DAX1 (NR0B1) inhibitors, primary screen, cell-based, HEK293, Gal4-DAX1, luciferase luminescence | Nuclear receptor subfamily 0 group B member 1 (Homo sapiens), P51843 | HEK293 Gal4-DAX1 luciferase reporter | inhibition, % at 6.75 µM | 340,000 tested, 0.99% active | AID 504766, 2011;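 active means inhibition above the mean over all tested compounds plus 3 SD, cut at about 4.2% in these data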;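 further: 0% = DAX1-transfected cells with DMSO and 100% = empty-vector control cells with DMSO; inhibition shows as a rise in luminescence from relieved DAX1 repression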
DAX1 inh-2: DAX1 (NR0B1) inhibitors on StAR promoter, primary screen, cell-based, luminescence, SF-1 (NR5A1), full-length DAX-1 | HEK293T StAR-luciferase reporter, SF-1/DAX-1 repression relief | inhibition, % at 6.8 µM | 370,000 tested, 1.1% active | AID 652010, 2013;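 active means inhibition above the mean over all tested compounds plus 3 SD, cut at about 3.6% in these data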;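 further: 0% = DAX-1 cells with DMSO and 100% = cells lacking DAX-1 with DMSO; higher inhibition means more luminescence from relief of DAX-1 repression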
Numbers without * were called inactive; x = not tested or not shown. Random draw from the library; any-hit rate near 7%.

SMILES	hcDAF12 agonist	PLC-beta3 inh	hgDAF12 agonist	GAA850 FXN act	ssDAF-12 act	Rev-erbA mod	sPLA2-III inh	PG9 Ab binder	SMARCA2 act	DAX1 inh-1	DAX1 inh-2
N/C(=N\O)c1ccc([N+](=O)[O-])s1	-0.1	-14.9	-3.4	0.5	0.1	0.7	3.6	0.5	-2.1	1.6	-0.4
Cn1c(C(=O)NCCc2c[nH]c3ccccc23)cc2sccc21	5.9*	-4.7	11.8*	4.7	2.5*	3.5	-59.8	0.7	-0.4	-0.3	1.6
CCNC(=O)c1oc2c(c1C)C(=O)CC(C)(C)C2	1.4	-1.0	0.0	1.8	-1.4	2.3	1.9	-0.5	-3.5	0.2	0.0
CN(C)CCCN(C(=O)/C=C/c1cccs1)c1nc2c(F)cccc2s1	-1.2	-9.2	-2.9	-1.1	-1.8	-0.5	8.6	-1.2	-0.7	-1.3	0.2
COc1ccc(CC(=O)NCc2cccs2)cc1OC	-1.9	-4.2	3.7	-1.3	-1.1	2.8	1.7	1.2	-1.3	-0.1	0.3
Cc1ccc(CCNC(=O)CC(C)CC2=NS(=O)(=O)c3ccccc3N2)cc1 (stereo not given)	-2.5	-4.4	-0.6	0.5	-1.3	0.3	1.3	-0.4	-0.9	0.2	-0.5
CCN(C(=O)COC(=O)c1ccc([N+](=O)[O-])o1)C1CCCCC1	-1.5	-3.1	-0.3	1.3	-1.1	2.8	-1.6	-2.9	-0.9	-0.2	-0.2
CC(NC(=O)CN(C)S(=O)(=O)c1cnc[nH]1)c1ccccc1 (stereo not given)	1.1	6.9	2.3	3.5	-1.5	-2.3	3.5	-1.8	0.2	-0.2	-0.5
COc1ccc2ccccc2c1/C=N/NC(=O)c1ccccc1F	-1.2	-11.5	4.1	1.2	-1.5	15.0	1.8	-1.7	0.9	-0.3	0.1
Nc1cc(=O)[nH]c(SCC(=O)Nc2ccc(S(=O)(=O)N3CCCC3)cc2)n1	-0.2	1.8	8.8	-1.4	-1.5	-3.9	-0.4	0.4	-1.9	4.3*	-0.9
Nc1ccccc1C(=O)NC1CCCCNC1=O (stereo not given)	-1.0	-107.0	-1.1	0.5	-0.9	-4.6	-0.9	-2.0	-5.0	0.8	0.1
COC(=O)[C@]12CCCCC=C1N(Cc1cccc3ccccc13)C(=O)[C@H](CC(=O)NCCC(C)C)C2	0.0	3.5	-4.4	x	-0.5	10.4	-14.9	-1.4	-5.9	x	-0.5
CC[N+](CC)(CC#Cc1ccccc1)CC#Cc1ccccc1	-1.5	-6.1	-1.9	0.5	-0.3	-4.8	0.9	-1.7	-6.6	0.8	-0.9
O=C(C=Cc1cccnc1)c1ccccc1	-0.8	0.6	-1.2	5.1	-1.3	8.2	14.2	1.9	0.0	-1.0	-1.6
C/C(=N\NC(=O)c1c([N+](=O)[O-])c(C)nn1C)c1ccc(NC(=O)C2CCCC2)cc1	-0.1	-5.6	2.6	-2.1	-1.1	-0.5	2.3	-2.6	-1.5	0.0	-1.4
CC(=O)N(C)c1ccc(N=Cc2cc3c(cc2[N+](=O)[O-])OCO3)cc1	-2.0	-11.3	-3.5	0.3	-1.2	-1.7	-3.5	-10.7	1.5	1.2	-0.2
O=C(CSCc1ccc([N+](=O)[O-])cc1)N/N=C/c1ccncc1	-1.7	0.3	-0.7	0.0	-1.2	0.6	0.7	0.4	-0.3	0.9	0.0
COc1ccc(OC)c(S(=O)(=O)ON2C(=O)c3ccccc3C2=O)c1	0.4	-17.9	-1.9	0.1	-1.3	-4.1	11.5	2.7	-1.2	0.4	0.1
O=C(NCC(=O)N(c1cccc(F)c1)C(C(=O)NCC1CCCO1)c1ccccc1)c1ccco1 (stereo not given)	-1.9	0.2	-3.4	-0.4	-0.8	0.8	2.9	1.4	-4.0	-1.0	0.3
Cc1csc(SCc2ccccc2C(=O)O)n1	-0.5	1.2	-2.4	-0.6	-0.9	-3.1	-1.6	0.6	1.6	-0.7	0.6
CCOc1cc(CNC)ccc1OCC(=O)NC(C)(C)C	0.7	1.4	1.4	0.5	-1.1	3.3	0.6	0.5	0.3	1.0	0.6
COC(CNC(=O)[C@H](Cc1ccccc1)NC1(C(=O)NC2CCCCC2)CCCCC1)OC	0.7	0.4	1.8	x	-1.3	1.1	-3.1	x	x	x	x
COc1ccc(NC(=O)CN(C)C(=O)c2ccccc2OCC(=O)Nc2cccc(C(F)(F)F)c2)cc1	-0.4	-4.0	-0.4	-0.5	-1.4	1.9	-2.1	3.3	-0.9	-1.4	1.2
O=S(=O)(NC1CCc2ccccc21)c1ccccc1 (stereo not given)	1.4	-0.8	3.7	-0.1	-0.9	-3.8	-6.0	-2.5	2.9	0.1	-0.6
CN(Cc1ccccc1)C(=O)CSc1nc2c(c(C(F)(F)F)n1)CCc1ccccc1-2	-1.2	4.9	-1.5	-0.4	-0.3	10.9	4.0	-1.1	0.2	0.0	0.6
Other results follow.
SMILES	hcDAF12 agonist	PLC-beta3 inh	hgDAF12 agonist	GAA850 FXN act	ssDAF-12 act	Rev-erbA mod	sPLA2-III inh	PG9 Ab binder	SMARCA2 act	DAX1 inh-1	DAX1 inh-2
COc1ccccc1NC(=O)C(C)NC(c1ccccc1)c1ccccc1 (stereo not given)	-1.6	-1.2	-2.4	3.2	-0.9	10.3	-5.3	1.1	-2.6	0.5	-1.2
Cc1ccc(NC(=S)NNC(=S)Nc2ccc(C)cc2)cc1	1.2	-8.0	1.9	-0.6	-1.0	2.6	8.6	0.7	-1.3	-0.2	-1.1
Clc1ccc(CSc2nnc(-c3cccnc3)n2Cc2ccco2)c(Cl)c1	-1.1	-3.6	-2.7	0.9	-1.3	-3.4	-7.0	-1.0	-2.0	-1.8	-0.2
C=C(CC1([C@@H](NP(=O)(c2ccccc2)c2ccccc2)[C@H]2C[C@@H]2CCCC)CC1)c1ccccc1	-1.1	1.6	0.3	1.9	-0.8	-0.6	1.3	-1.3	-1.0	1.8	-0.6
O=C(NC(=S)Nc1ccc(Cl)cn1)c1cccs1	3.8	3.4	9.9	1.5	1.1*	5.9	10.5	1.3	1.9	5.5*	1.6
CC(C)NS(=O)(=O)c1ccc(OCC(=O)N(C)Cc2ccccc2)cc1	-0.6	2.5	3.8	-0.1	-1.2	-1.3	1.0	0.2	1.3	-0.8	0.1
O=S1(=O)N(Cc2ccccc2F)CCCN1Cc1c(F)cccc1Cl	-0.7	-2.1	1.2	0.6	-1.0	5.2	1.9	-1.8	-0.3	0.3	-0.4
O=C(CSc1nnc(NC(=O)C2CCC2)s1)Nc1ccccc1	-3.6	-5.8	-0.6	0.6	-0.5	7.4	-2.1	-1.4	-2.7	0.1	-0.2
O=C1c2ccccc2C(=O)c2c1oc(C(F)(F)F)c2C(=O)c1ccccc1	0.8	2.8	0.7	-0.3	-0.1	0.3	-1.4	-0.2	0.9	-2.0	0.0
C=CCNC(=S)Nc1ccc(Cl)c(S(=O)(=O)N2CCOCC2)c1	-0.7	1.8	5.1	-0.5	-1.3	-1.2	-0.5	-0.9	1.9	0.7	0.4
CC1(C(=O)NCC2CC2)CCN1C(=O)C1(c2ccc(Cl)cc2)CC1 (stereo not given)	-0.9	0.9	-1.2	-0.5	-1.2	0.9	2.9	-0.7	-0.1	x	-0.4
COc1cccc(/C=C/C(=O)NNC(=O)c2ccccc2)c1OC	3.2	-21.0	8.4	1.9	-1.0	1.6	-5.2	-1.9	5.4	3.4	5.2*
O=C1c2ccccc2NC(c2ccc(O)cc2)N1c1ccccc1 (stereo not given)	-0.5	-121.7	2.2	2.7	-0.7	1.6	0.7	1.6	-0.6	1.7	-0.1
Cc1onc(-c2ccccc2Cl)c1C(=O)c1ccccc1	-0.3	-7.8	-2.1	-3.5	-2.3	0.6	14.3	1.4	-8.5	-2.5	-0.7
CCOC(=O)C1(Cc2cccc(OC)c2)CCCN(C(=O)CNC(C)=O)C1 (stereo not given)	2.7	-4.2	12.7*	3.9	0.3	2.5	3.0	-1.1	7.1	2.0	1.1
O=C(c1cccc(Cl)c1)N1CCN(c2ncnc3c2cnn3-c2ccccc2)CC1	-0.7	1.9	1.4	0.9	-1.0	-3.1	-2.0	-1.6	-2.7	-0.3	0.8
Cc1ccc([N+](=O)[O-])c(OCCCN2C(=O)NC(C)(C)C2=O)c1	-1.3	-3.6	1.5	-1.9	-1.2	4.5	-0.1	0.9	-2.2	-0.7	0.0
Cc1cc(C)nc(Sc2ccc(C=O)cc2[N+](=O)[O-])n1	-0.1	0.6	0.6	1.0	-1.0	2.9	3.2	-0.8	1.6	0.1	0.0
CC(Oc1ccc2ccc(=O)oc2c1)C(=O)c1ccccc1 (stereo not given)	-2.1	-3.8	0.2	2.2	-1.7	0.6	-8.1	-1.4	-1.5	4.0	-1.0
Cc1csc(NC(=O)c2ccc(OCC3CCCO3)cc2)n1 (stereo not given)	6.7*	-1.8	12.8*	1.1	-0.2	0.2	1.1	-1.0	1.1	-1.2	4.3*
COc1ccc(C2=CC(=O)CC(c3ccccc3)C2)cc1 (stereo not given)	-1.6	-8.5	1.9	0.1	-2.0	5.0	-4.8	-1.6	0.4	0.0	-0.4

Some of these compounds in order of formula weight, highest first:
SMILES	hcDAF12 agonist	PLC-beta3 inh	hgDAF12 agonist	GAA850 FXN act	ssDAF-12 act	Rev-erbA mod	sPLA2-III inh	PG9 Ab binder	SMARCA2 act	DAX1 inh-1	DAX1 inh-2
Clc1ccc(CSc2nnc(-c3cccnc3)n2Cc2ccco2)c(Cl)c1	-1.1	-3.6	-2.7	0.9	-1.3	-3.4	-7.0	-1.0	-2.0	-1.8	-0.2
COc1cccc(/C=C/C(=O)NNC(=O)c2ccccc2)c1OC	3.2	-21.0	8.4	1.9	-1.0	1.6	-5.2	-1.9	5.4	3.4	5.2*
Cc1cc(C)nc(Sc2ccc(C=O)cc2[N+](=O)[O-])n1	-0.1	0.6	0.6	1.0	-1.0	2.9	3.2	-0.8	1.6	0.1	0.0
COc1ccc(C2=CC(=O)CC(c3ccccc3)C2)cc1 (stereo not given)	-1.6	-8.5	1.9	0.1	-2.0	5.0	-4.8	-1.6	0.4	0.0	-0.4
